KAT2A inh: blocks human GCN5L2 histone acetyltransferase; GCN5L2 HAT assay, ThioGlo1 CoA-SH fluorescence; Potency, µM (top dose mostly 58.9 µM), for the others: at the top dose activity change, negative = inhibition, usual class: inhibitors; 0.21% of 390,000 active; AID 504327
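Compounds, pin-transferred from DMSO stocks, meet 20nM GCN5L2 for 15 min before the reaction begins with H3(1-25) peptide (75uM) and acetyl-CoA (70uM). Thiol-reactive ThioGlo1 reports CoA release over 20 min at room temperature.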
TDP1 inh: TDP1 (human) enzyme inhibition. Q9NUW8. recombinant TDP1, AlphaScreen DNA substrate cleavage. Potency, µM (titrated, usually from 130 µM), without a hit: at the top dose activity change, negative = inhibition, hits mostly inhibitors. 0.28% of 350,000 active. AID 485290; further: nearly all actives have a fitted effect of over 40% in size
Target sequence (Q9NUW8 whole entry, looked up): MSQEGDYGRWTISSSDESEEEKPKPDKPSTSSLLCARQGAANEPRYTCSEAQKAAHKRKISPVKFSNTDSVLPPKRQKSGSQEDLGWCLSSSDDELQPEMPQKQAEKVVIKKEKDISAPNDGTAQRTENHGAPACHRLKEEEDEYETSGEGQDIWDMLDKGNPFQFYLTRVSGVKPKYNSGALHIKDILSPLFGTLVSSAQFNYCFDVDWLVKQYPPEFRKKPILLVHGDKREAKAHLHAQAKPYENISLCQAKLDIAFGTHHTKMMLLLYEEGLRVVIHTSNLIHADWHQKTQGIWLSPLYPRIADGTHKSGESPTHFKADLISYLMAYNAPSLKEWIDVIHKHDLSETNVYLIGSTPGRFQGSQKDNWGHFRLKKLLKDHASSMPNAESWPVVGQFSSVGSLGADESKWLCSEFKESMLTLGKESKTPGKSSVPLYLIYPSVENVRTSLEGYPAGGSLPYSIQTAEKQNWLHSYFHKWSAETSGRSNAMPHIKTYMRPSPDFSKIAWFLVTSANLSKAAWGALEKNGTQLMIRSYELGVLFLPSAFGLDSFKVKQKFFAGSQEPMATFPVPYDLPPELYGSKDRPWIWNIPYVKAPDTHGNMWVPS
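Compounds were preincubated with Tdp1 (1 nM final) for 15 min at room temperature before substrate (15 nM final) started a 5 min reaction; beads (10 ug/ml final) were then added for 10 min before AlphaScreen detection.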
TDP1 cell noCPT: qHTS for Inhibitors of human tyrosyl-DNA phosphodiesterase 1 (TDP1): qHTS in cells in absence of CPT; DT40 Tdp1-/- hTDP1 cells, no CPT, ATP luminescence, 48 h; Potency, µM (doses to about 46.2 µM), without a hit: at the highest dose activity change, negative = growth inhibition, hits mostly inhibitors; 15% of 420,000 active; AID 686978, 2013; further: nearly all actives have a fitted effect of over 55% in size
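Growth of hTDP1-complemented DT40 Tdp1-knockout cells is measured by ATP luminescence after at least 48 hr compound exposure at 37 °C, with DMSO substituting for the 20 nM CPT used in the parallel screen.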
Starred values were filed as active, the others as inactive; ? = inconclusive; . = no result given; & = joins results of further samples; [ ] = remark or other dose. The call rests on the fitted dose curve; in most records, active means well fitted curve in the direction sought with a large enough effect; inconclusive means small, poorly fitted or top-dose-only effect, or another doubt; inactive means no such curve, though single readings can be large; an effect the other way counts as inactive or inconclusive. On the % scale 0 is the no-effect control and ±100 the full control effect; potency means the concentration at half of the fitted maximal effect. Some of the compounds tested (hit frequency here may not be typical).

canonical_smiles	KAT2A inh	TDP1 inh	TDP1 cell noCPT
CCCCN1CCc2c1nc1ccc(Br)cc1c2N	-5%	6%	23µM*
CN(C)S(=O)(=O)c1ccc(C(=O)Nc2cccnc2)cc1	-15%	7%	-21%
COc1ccc2nc(SCC(=O)NCc3ccccc3)[nH]c2c1	2%	4%	1%
Cc1nc2nc(SCC(=O)NCCCN3CCCCC3)nn2c(C)c1Cc1ccccc1	-1%	9%	3%
Cc1ccc(-c2csc(N3CCN(CCCn4c(-c5ccncc5)nc5ccccc54)CC3)n2)cc1	-4%	.	3.7µM*
COc1ccc(-c2c(C)nn3c(-c4ccccc4)cc(-c4ccccc4)nc23)cc1OC	15%	2%	?
O=C(O)c1cc(/C=C/c2ccc(N3CCOCC3)c([N+](=O)[O-])c2)nc2ccccc12	-3%	.	0%
NS(=O)(=O)Oc1ccccc1	-2%	.	5%
CCn1nc(-c2ccccc2)c(-c2ccccc2)c(C(=O)Nc2ccccc2C#N)c1=O	-9%	2%	12µM*
COc1ccccc1Oc1ccc2c(c1)C(=O)N(c1ccc(Br)c3cccnc13)C2=O	-3%	2%	-21%

Reformatted: results already given.
Below each SMILES – KAT2A inh, TDP1 inh, TDP1 cell noCPT
> Cc1nc2nc(SCC(=O)NCCCN3CCCCC3)nn2c(C)c1Cc1ccccc1
→ -1%, 9%, 3%
> O=C(O)c1cc(/C=C/c2ccc(N3CCOCC3)c([N+](=O)[O-])c2)nc2ccccc12
→ -3%, ., 0%

The listing continues.
canonical_smiles	KAT2A inh	TDP1 inh	TDP1 cell noCPT
N#CC1c2ccccc2C=CN1C(=O)c1ccccc1 (stereo unspecified)	-5%	.	?
CCOc1ccc(NC(=O)Cn2nc(SC)c(S(=O)(=O)c3ccccc3)c2N)cc1	-6%	3%	?
CC(C)C(=O)Nc1ccc2c(c1)nc1n2CCSC1	-15%	5%	4%
CC1CCCCN1CCNC(=O)c1ccc2c(=O)n(Cc3ccc(Cl)cc3)c(=S)[nH]c2c1 (stereo unspecified)	-5%	6%	?
Cc1[nH]c(C)c(S(=O)(=O)N2CCN(c3ccccc3F)CC2)c1C(=O)N1CCCCC1	-7%	2%	-19%
CC(C)C(=O)NS(=O)(=O)c1ccc(N)cc1	-2%	4%	2%
O=C1OC(Nc2ccc(Br)cn2)c2ccccc21 (stereo unspecified)	-6%	2%	-1%
CC(=O)N1CCN(C2=NC(=O)/C(=C\c3cccs3)S2)CC1	1%	1%	9%
O=C(COc1ccccc1)Nc1nnc(S(=O)(=O)Nc2ccccc2)s1	0%&-3%	4%	-6%&13%
CCCOc1ccc(NC(=O)OC2CCN(C)CC2)cc1	3%	-3%	?
CCOC(=O)c1ccc(NC(=O)Cn2cc(C(=O)C3CC3)c3ccccc32)cc1	-8%	-3%	?
CC(=O)NS(=O)(=O)c1ccc(NC(=O)c2ccccn2)cc1	1%	5%	-2%
O=C(Nc1c(C(=O)c2ccccc2)oc2ccccc12)c1ccc(F)cc1	-4%	-1%	?
COc1cc(/C=C\C(=O)NCc2ccc3[nH]c(C)cc3c2)cc(OC)c1OC	-5%	3%	-15%
CNc1ccccc(C(=O)/C=C/c2ccccc2OC)c1=O	-3%	3%	15µM*
O=C(Nc1cccc(S(=O)(=O)N2CCCCCC2)c1)C1CCC1	3%	-1%	?
COc1cc(C)nc(N2CCCC(C(=O)Nc3ccccc3Br)C2)n1 (stereo unspecified)	-1%	-5%	15%
Cc1cccc(-c2nc3ccccc3n3c(-c4ccccc4)c4c(=O)n(C)c(=O)n(C)c4c23)c1	2%	-3%	2%
Cc1cc(Oc2ccccc2F)nc(NCc2ccccc2)n1	-3%	-2%	?
Cc1cc(C)cc(N(CC(=O)NCc2ccc(F)cc2)C(=O)c2snc(C(N)=O)c2N)c1	-5%	.	-19%
CCCn1c(CN2CCCCC2CC)nc2c1c(=O)n(C)c(=O)n2C (stereo unspecified)	-5%	4%	-18%
CCC(CC)c1nnc(NC(=O)CN2C(=O)c3ccccc3C2=O)s1	17%	-3%	-30%
CCN(CC)CCSc1c(C(C)C)cnc2c1c(=O)n(C)c(=O)n2C	-6%	-8%	-2%
N#Cc1ccccc1NC(=O)C(=O)NCCCN1CCCC1=O	1%	.	-3%
COc1ccc(CCNC(=O)CSc2nc3c(c(=O)n(C)c(=O)n3C)n2C)cc1OC	-3%	8%	0%
CN1C(=S)N(c2ccccc2)C(=O)/C1=C/c1cccs1	1%	1%	-25%
C=CCn1c(SCC(=O)c2ccc(O)c(O)c2)nnc1-c1cccc(Cl)c1	-10%	0%	15µM*
Cc1ccc(C(=O)NC2CCCC2)s1	2%	2%	2%
O=C(Cn1c(C(=O)NCc2ccco2)cc2sccc21)c1ccccc1	-8%	9%	?
CCO[C@H]1OC(C(=O)N2CCN(C)CC2)=C[C@@H](C2CC2)[C@@H]1CCCO	2%	4%	-6%

For convenience, part of the list above.
canonical_smiles	KAT2A inh	TDP1 inh	TDP1 cell noCPT
COc1cc(C)nc(N2CCCC(C(=O)Nc3ccccc3Br)C2)n1 (stereo unspecified)	-1%	-5%	15%
Cc1cccc(-c2nc3ccccc3n3c(-c4ccccc4)c4c(=O)n(C)c(=O)n(C)c4c23)c1	2%	-3%	2%
Cc1cc(Oc2ccccc2F)nc(NCc2ccccc2)n1	-3%	-2%	?
Cc1cc(C)cc(N(CC(=O)NCc2ccc(F)cc2)C(=O)c2snc(C(N)=O)c2N)c1	-5%	.	-19%
CCCn1c(CN2CCCCC2CC)nc2c1c(=O)n(C)c(=O)n2C (stereo unspecified)	-5%	4%	-18%
CCC(CC)c1nnc(NC(=O)CN2C(=O)c3ccccc3C2=O)s1	17%	-3%	-30%
CCN(CC)CCSc1c(C(C)C)cnc2c1c(=O)n(C)c(=O)n2C	-6%	-8%	-2%
N#Cc1ccccc1NC(=O)C(=O)NCCCN1CCCC1=O	1%	.	-3%
COc1ccc(CCNC(=O)CSc2nc3c(c(=O)n(C)c(=O)n3C)n2C)cc1OC	-3%	8%	0%
CN1C(=S)N(c2ccccc2)C(=O)/C1=C/c1cccs1	1%	1%	-25%
C=CCn1c(SCC(=O)c2ccc(O)c(O)c2)nnc1-c1cccc(Cl)c1	-10%	0%	15µM*
Cc1ccc(C(=O)NC2CCCC2)s1	2%	2%	2%

Next compounds follow.
canonical_smiles	KAT2A inh	TDP1 inh	TDP1 cell noCPT
CC(C)(C)c1ccc(/C=C/C(=O)Nc2cccnc2)cc1	-3%	.	?
C[C@H]1CCC2[C@](C)(CO)[C@@H](O)CC[C@]2(C)[C@@]12CCC(CO)(CCO)O2 (stereo partly specified)	2%	.	0%
CCCCOC(=O)CSc1nnc(-c2cc(OC)c(OC)c(OC)c2)o1	4%	0%	4%
CCCNC(=O)Cc1ccsc1	-1%	1%[56.1 µM]	-3%
Cc1nc(N)c(C#N)c(-c2cccnc2)c1C	1%	3%	?
CCN(CC)C(=O)C1CCN(c2cc(C)nc3c(-c4ccc(OC)c(OC)c4)c(C)nn23)CC1	2%	6%	?
CCOc1ccc2[nH]c(=O)c(CN(CC3COCCO3)C(=O)c3ccc(C)cc3)cc2c1 (stereo unspecified)	-5%	8%	-21%
COc1ccccc1NC(=O)N1CCN(c2ccc(F)cc2)CC1	-7%	-2%	-28%
O=C(NC1CCCC1)c1cccc(S(=O)(=O)Nc2ccccc2F)c1	-3%	1%	12%
CN(CCC#N)C(=O)c1cc2c(s1)-c1ccccc1SC2	-9%	.	2%
CC(=O)Nc1cccc(NC(=O)CSc2nnnn2C)c1	-9%	9%	.
CCOC(=O)c1csc(NC(=O)C(C)(C)C)n1	0%	6%	-17%
O=C(NC(=S)Nc1ccccc1)c1cc([N+](=O)[O-])ccc1N1CCOCC1	-4%	.	-1%
CCn1cc(C(=O)N(C)c2ccc(OC)cc2OC)c2cc(OC)c(OC)cc2c1=O	-9%	.	-24%
[O-][n+]1ccccc1SCc1ccccc1	2%	-9%	-1%
Cc1ccc2nc(-c3ccccc3)c(CN3CCSCC3)n2c1	-13%	6%	?
CCCCOC(=O)c1ccc(NC(=O)c2cc3c(=O)n4cccc(C)c4nc3n2C)cc1	-5%	-4%	?
COc1ccc([C@H]2CC(=O)C=C(c3ccc(-c4ccccc4)c(F)c3)C2)cc1OC	-14%	0%	?
COc1ccc(CCNC(=O)C2CCN(S(=O)(=O)c3cccc4nsnc34)CC2)cc1OC	-13%	4%	?
CCOC(=O)CCCNC(=O)CCCNC(=O)C(c1ccccc1)c1ccccc1	-11%	6%	5%
CCOc1nc(OCC)nc(-n2cc(-c3ccccc3)nn2)n1	-4%	-3%	?
O=C(COC(=O)c1cc([N+](=O)[O-])ccc1N1CCCC1)Nc1ccccc1OC(F)F	-12%	2%[0.505 µM]	16µM*
O=[N+]([O-])c1cccc(-c2ncc3ccccn23)c1	-5%	7%	0%
O=C(O)Cn1nc(-c2ccccc2)c2ccccc2c1=O	-4%	6%	5%
Cc1ccccc1-n1c(C)nnc1SCC(=O)N1CCc2ccccc2C1	0%	0%	?
CCCc1nnc(NC(=O)CCCN2C(=O)c3ccccc3C2=O)s1	-20%	6%	?
O=C(c1ccc(=O)n(Cc2ccc(Cl)c(Cl)c2)c1)N1CCOCC1	-4%	2%	9%
CCN(CC)C(=O)c1cccc(-c2ccc(OC)cc2)c1	4%	5%	22%
CCOC(=O)CNC(=O)N1CCc2ccc(NC(=O)c3ccccc3Cl)cc2C1	-19%	.	8.2µM*
CCNC(=O)CN(c1ccc(CC)cc1)S(C)(=O)=O	-7%	0%	-8%
Cc1cccc(N2CCN(C(=O)c3ccc(NC(=O)C4CCCO4)cc3)CC2C)c1 (stereo unspecified)	-5%	0%	-28%
Clc1cccc(OCCn2ccnc2)c1	-5%	7%	-26%
Cc1cccc(NC(=O)Nc2nnc(N3CCCCC3C)s2)c1C (stereo unspecified)	-1%	1%	?
COC(=O)C(C(=O)Nc1ccc(OC)cc1)C1CCCCCC1 (stereo unspecified)	0%	5%	?
CC(=O)CCCC(NS(=O)(=O)CCC(Cl)(Cl)Cl)c1ccccc1 (stereo unspecified)	0%	.	-20%
Cn1cnc([N+](=O)[O-])c1Sc1ncccc1N	-7%	6%	-24%
CCN(CC(=O)Nc1c(F)cccc1F)C(=O)CN1C(=O)c2ccccc2C1=O	-9%	-12%	-3%
CC1=CC(C)C2C(=O)N(CCCN(C)C)C(=O)C2C1 (stereo unspecified)	-2%	-2%	-4%
O=C(CSc1nnc(-c2ccncc2)n1C1CCCCC1)Nc1ccccc1	1%	-5%	-11%
CCOc1ccc(CCNC(=O)c2cn(CC)c3ccc(S(=O)(=O)N4CCc5ccccc5C4)cc3c2=O)cc1OCC	-9%	5%	12µM*
Nc1nc(CSc2nnnn2-c2ccc(Cl)cc2)nc(N2CCOCC2)n1	3%	0%	-30%
O=C(OCC1OC(n2ncc(=O)[nH]c2=O)C(OC(=O)c2ccccc2)C1OC(=O)c1ccccc1)c1ccccc1 (stereo unspecified)	-24%	.	?
O=C(Nc1cccnc1)Nc1cc(Cl)cc(Cl)c1	-4%	-1%	23µM*
CC(C)c1cc(C(=O)NCc2cccnc2)no1	-2%	4%	-16%
O=C(Nc1ccc(O)cc1)c1ccc2c(c1)C(=O)N(N1C(=O)c3ccccc3C1=O)C2=O	-9%	4%	-2%
Cc1nc2oc3c(NCc4ccccn4)ncnc3c2c2c1COC(C)(C)C2	-20%	10%	?
Cc1cc(C(=O)N/N=C/c2cc(Br)c(Br)o2)n[nH]1	-6%	-20%	-10%
O=C(NCCc1ccccc1)c1ccc2c(=O)[nH]c3c(C(=O)NCC4CCCO4)sc(=S)n3c2c1 (stereo unspecified)	?	10%	?
CCCCc1nc2cc(C(=O)N3CCN(c4nc(C)cnc4C)CC3)ccc2o1	1%	7%	?
COc1ccc2[nH]cc(CCN=C(NC(=O)c3ccccc3F)Nc3nc(C)cc(C)n3)c2c1	2%	6%	.

More compounds follow:
canonical_smiles	KAT2A inh	TDP1 inh	TDP1 cell noCPT
NC(=O)c1c(NC(=O)c2ccncc2)sc2c1CCCC2	-12%	2%	16µM*
CC1(C)CC(=O)C([N+](=O)[O-])=C(NCCCO)C1	-7%	0%	-5%
Cc1ccc(N(Cc2ccccc2)C(=O)c2cc(S(=O)(=O)N3CCOCC3)ccc2C)cc1	-3%	.	13µM*
COc1ccc(C)cc1N(C(=O)c1cccc(F)c1)c1nc2ccccc2s1	-10%	3%	-27%
CN(CC1CCCN(CCc2ccc(F)cc2)C1)C(=O)CCC(F)(F)F (stereo unspecified)	-5%	.	-8%
Cc1ccc(NC(=O)c2ccc(CN3CC(=O)N4CCCCC4C3=O)cc2)c(C)c1 (stereo unspecified)	-15%&0%	4%	?

Assay outcomes: PubChem BioAssay, National Center for Advancing Translational Sciences (NCATS)
